EP2 modulator: modulates human prostaglandin E2 receptor EP2 signaling. AID 940. EP2-expressing cells, cAMP HTRF FRET, PGE2 co-stimulation. induction, % at 25 µM. 260,000 compounds, 0.83% hits;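 active means compounds whose cAMP rise, as percent of the full-agonist control response, exceeds 60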;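 further: rat C6 glioma line stably carrying human EP2 under a CMV promoter; the protocol text gives 20 µM as final concentration; 100% = response of wells given 1 µM PGE2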
Target sequence (P43116 whole entry, looked up): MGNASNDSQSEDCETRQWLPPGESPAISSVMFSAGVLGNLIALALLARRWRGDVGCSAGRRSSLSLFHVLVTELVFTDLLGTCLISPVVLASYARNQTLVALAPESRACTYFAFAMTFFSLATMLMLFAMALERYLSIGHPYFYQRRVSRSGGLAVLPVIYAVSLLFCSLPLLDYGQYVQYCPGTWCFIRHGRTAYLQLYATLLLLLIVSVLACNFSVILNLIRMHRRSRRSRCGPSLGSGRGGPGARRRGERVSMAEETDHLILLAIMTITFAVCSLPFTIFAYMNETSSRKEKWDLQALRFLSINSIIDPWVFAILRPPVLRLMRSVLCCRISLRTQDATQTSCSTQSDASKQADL
eIF4E 4G PPI: inhibitors of eIF4E and eIF4G interaction in translation initiation; AID 782; inhibition, % at 21.7 µM; 220,000 compounds, 0.37% hits; TR-FRET eIF4E-eIF4GI(517-606) binding, 2 h;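 active means inhibition above about 30%, limit read from the data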;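 further: 0% = full FRET control wells and 100% = background wells lacking eIF4GI fragment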
TbHK1 inh: blocks Trypanosoma brucei hexokinase 1 activity | inhibition, % at 10 µM | 220,000 compounds, 0.11% hits | recombinant TbHK1, G6PDH-coupled NADH A340;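 active means inhibition of 50% or more in the single-dose primary screen; inactive means inhibition below 50%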
14-3-3 Bad PPI: disrupts binding of bovine 14-3-3 zeta to phospho-Bad peptide; 220,000 compounds, 0.71% hits; TR-FRET 14-3-3zeta/Dy647-pBad peptide displacement, 1 h; inhibition, % at 21.7 µM;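 active means inhibition above about 70%, limit read from the data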;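 further: 0% = full 14-3-3 plus peptide FRET controls and 100% = background without 14-3-3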
zVAD death inh: blocks zVAD induced death of L929 cells; 220,000 compounds, 0.38% hits; viability rescue, % at 10 µM; L929 zVAD necroptosis rescue, ATP luminescence, 24 h; with zVAD 60 µM;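 active means activation, scaled between plate controls, above about 75%, limit read from the data; inactive means activation under that limit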;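 further: 0% = zVAD with DMSO and 100% = DMSO alone without zVAD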
Calpain2 inh: inhibitors of pig calpain II. inhibition, % at 16 µM. 220,000 compounds, 0.37% hits. purified calpain II, fluorogenic peptide substrate, 30 min. AID 1236;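 active means inhibition above about 50%, limit read from the data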
Rad51 HR inh: blocks human Rad51 in homologous recombination; inhibition, % at 10 µM; hRad51 DNA strand exchange, fluorescence dequenching; 200,000 compounds, 0.085% hits; AID 1385; Q06609;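 active means inhibition above 40% at the single screening dose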;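 further: 0% = DMSO control wells and 100% = blanks with heterologous ssDNA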
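Test system: preformed human Rad51 ssDNA filaments; also added: Donor/quencher-labelled 47-bp dsDNA substrate; doses: 10 µM final, single point; times: 37 °C 15-min filament assembly, 30-min compound preincubation, 15-min exchange; detection: FRET fluorescence dequenching, excitation 485 nm, emission 520 nm; read-out basis: Fluorescence-based percent inhibition, control- and blank-normalised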
EP2 antag: blocks the human prostaglandin E2 receptor EP2. C6 glioma cells expressing human EP2, cAMP TR-FRET; cells stimulated with saturating PGE2. inhibition, % at 25 µM. P43116. 260,000 compounds, 0.52% hits;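 active means percent inhibition above 40 after rounding to a whole number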;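 further: rat C6 glioma host cells with rolipram phosphodiesterase inhibitor present; the protocol text gives 20 µM as final concentration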
Hck Nef HTS: human Hck-Nef kinase inhibition; P08631; Recombinant Hck-YEEI plus Nef, Z-Lyte FRET kinase assay; inhibition, % at 20 µM; 220,000 compounds, 0.68% hits; AID 463187;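 active means Hck-Nef kinase inhibition above about 50%, limit read from the data; inactive means inhibition below that limit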;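 further: 0% = DMSO with Hck plus Nef and 100% = Hck alone without Nef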
Target sequence (P08631 whole entry, looked up): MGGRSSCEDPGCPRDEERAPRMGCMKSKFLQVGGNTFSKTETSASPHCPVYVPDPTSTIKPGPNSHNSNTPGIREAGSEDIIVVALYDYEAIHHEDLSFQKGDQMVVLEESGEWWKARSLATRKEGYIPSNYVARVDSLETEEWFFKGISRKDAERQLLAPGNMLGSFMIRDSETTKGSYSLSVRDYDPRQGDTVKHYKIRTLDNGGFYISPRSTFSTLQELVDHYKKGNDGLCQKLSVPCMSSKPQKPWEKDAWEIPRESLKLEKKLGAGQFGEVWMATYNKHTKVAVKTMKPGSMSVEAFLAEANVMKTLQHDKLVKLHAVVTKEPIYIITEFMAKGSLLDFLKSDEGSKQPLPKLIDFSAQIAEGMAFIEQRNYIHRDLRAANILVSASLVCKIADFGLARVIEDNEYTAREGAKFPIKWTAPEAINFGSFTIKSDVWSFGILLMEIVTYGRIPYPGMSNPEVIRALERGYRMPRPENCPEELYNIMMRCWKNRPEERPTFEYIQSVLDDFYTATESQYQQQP
* marks the source's active call; other numbers are inactive results; & = joins results of further samples; [ ] = remark or other dose. This is a subset; rates above refer to the full screens.

SMILES	EP2 modulator	eIF4E 4G PPI	TbHK1 inh	14-3-3 Bad PPI	zVAD death inh	Calpain2 inh	Rad51 HR inh	EP2 antag	Hck Nef HTS
O=C(Nc1cc2c(cc1Br)OCCO2)c1cccs1	9	1	-8	-5	0.7	22	-3	10	8
Nc1ncnc2c1ncn2C1OC(CO)C(O)C1O (stereo not drawn)	31	4	-6	-4	1.3	-18	-12	11	26
COC(=O)c1ccc(CN2C(=O)NC3(CCCc4ccccc43)C2=O)o1 (stereo not drawn)	43	2[fluorescence artefact?]	36	1[fluorescence artefact?]	0.5	-19	4	4	3
CC(Cc1ccccc1)NC(=O)C1CCCNC1=O (stereo not drawn)	25	8	-5	0	-1.0	-43	9	13	3
COc1ccc(S(=O)(=O)n2nc(OC(C)=O)cc2N(C(C)=O)C(C)=O)cc1	-9	11	-1	38	-0.6	12	-5	4	-5
COc1ccc(S(=O)(=O)Nc2cc(C)cc(C)n2)c2ccccc12	8	17	-4	1	0.4	-3	2	2	8
Cc1ccc(-n2c(=O)cc(N3CCN(C(=O)c4ccco4)CC3)[nH]c2=O)cc1	-3	3[fluorescence artefact?]	-1	7[fluorescence artefact?]	-0.7	1	1	8	-6
CCn1c(CNC(=O)c2ccco2)nnc1SCC(=O)Nc1cccc(F)c1	6	3	-2	-9	11	10	15	2	20
O=C(O)COCC(=O)Nc1ccccc1-c1ccccc1	22	-4	-1	-7	0.0	4	10	6	-5
CNC(=O)CCCCCNS(=O)(=O)c1ccc(C)cc1	6	7[fluorescence artefact?]	2	-10[fluorescence artefact?]	0.5	-23	1	10	5
CSc1nnc(C(C)(C)C)c(=O)n1/N=C/c1ccc(Cl)cc1	27	1	-15	3	0.2	-20	15	10	17
Oc1ccc2ccccc2c1C=NCc1ccccc1	-42	6	-2	-3	0.6	5	2	20	-4
Cc1ccccc1NC(=O)C1C2CCC(O2)C1C(=O)O (stereo not drawn)	13	-5	1	3	0.7	-16	9	7	1
CN(c1ncnc(N)c1[N+](=O)[O-])C1CCS(=O)(=O)C1 (stereo not drawn)	18	1	-13	-5	3.6	13	-139	3	21
Cc1c(NC(=O)C(C)OC(=O)CC2CC3CCC2C3)c(=O)n(-c2ccccc2)n1C (stereo not drawn)	19	3	-2	-14	12	1	1	4	24
N#CC1=C(N)OC2=C(C(=O)CCC2)C1C1CC=CCC1 (stereo not drawn)	-1	6	33	5	0.0	38	1	8	0
CCCn1nnc(NC(=O)COc2ccc(C3CCCCC3)cc2)n1	35	-14	4	-1	0.3	30	3	0	1
CC(=O)c1sc2nsc(SCCN3CCCC3)c2c1N	-34	0	-28	0	3.8	4	-11	15	-40
c1coc(-c2ccnc3ncnn23)c1	5	0	-27	-12	0.1	-151	5	6	26
Nc1nc(Br)c2ccccc2c1-c1ccccc1	56	2	1	-19	2.4	-23	4	7	20
c1ccc(CC2CCN(Cc3ccccn3)CC2)cc1	-22&7	2	2	31	-0.9	-22	-1	5&5	22
N=c1c2c3c(sc2nc2n1CCCCC2)CCCCC3	-6	5	3	5	-1.4	-20	14	14	-4
Cc1cc(S(=O)(=O)Nc2c(C)nn(C)c2C)c(Cl)cc1Cl	-11	0	-11	4	0.0	2	-24	14	2
Cc1ccc2nc(N3CCN(c4ccccc4)CC3)c(C=O)c(=O)n2c1	-24	1	-11	2	3.0	20	6	9	12
O=C(NC1CCCC1)c1ccc(Br)o1	-3	-4	0	-4	-0.1	-36	-5	15	2
COn1c(-c2ccc(Cl)cc2Cl)nc2ncccc21	-17	-2	5	6	-0.7	28	-7	5	16
Cc1nn(-c2nnc(NCc3ccccc3)nn2)c(C)c1Br	-19	15[fluorescence artefact?]	14	-4	0.8	24	-6	0	1
CCCC(=O)Nc1ccc(Cl)c(NC(=O)CC)c1	0	-1	2	5[fluorescence artefact?]	0.1	-12	3	27	1
NNC(=O)Cn1nc2n(c1=O)-c1ccccc1SC2	5	6	-2	5	-0.6	-5	-6	3	11
Cc1nn(Cc2cccc(F)c2)c(C)c1NC(=O)c1ccc(COc2ccccc2Cl)cc1	-54	-1	-10	27	0.6	-101	-16	16	4

Reprinted from the part before: 2 compounds; new compounds follow.
SMILES	EP2 modulator	eIF4E 4G PPI	TbHK1 inh	14-3-3 Bad PPI	zVAD death inh	Calpain2 inh	Rad51 HR inh	EP2 antag	Hck Nef HTS
NNC(=O)Cn1nc2n(c1=O)-c1ccccc1SC2	5	6	-2	5	-0.6	-5	-6	3	11
Cc1nn(Cc2cccc(F)c2)c(C)c1NC(=O)c1ccc(COc2ccccc2Cl)cc1	-54	-1	-10	27	0.6	-101	-16	16	4
COc1ccc(-n2c(SCC(=O)O)nc3sc4c(c3c2=O)CCC4)cc1	29	1	-15	-1	1.5	10	-9	13	12
O=C(NNc1c(F)c(F)cc(F)c1F)c1cc2ccccc2oc1=O	-41	-2	-7	-4	10	-13	7	9	9
O=C(Nc1ccccc1)Nc1ccc(Br)c(Cl)c1	-96	1	28	-2	1.9	-8	13	13	1
CN(Cc1ccccc1)C(=O)c1nc2ccccn2c1CNCCCOc1cccnc1	-17	0	3	-3	-1.3	-1	1	4	30
O=C(Nc1ccc(-c2cn3ccccc3n2)cc1)c1ccc(Cl)cc1	-18	-13	-20	29	0.9	-229	3	14	3
CCN(CC)C(C)C(=O)NCC1(c2ccccc2)CCOCC1 (stereo not drawn)	26	1[fluorescence artefact?]	-4	9	1.1	-16	-8	7	8
Cc1cc(C)c2ccc(C(=O)O)nc2c1O	3	-3	13	-2	-0.9	-25	-3	11	1
CC(=O)NC1CC2CCCC(C1)N2S(=O)(=O)c1cccc(F)c1 (stereo not drawn)	-17	-2	6	4[fluorescence artefact?]	0.2	7	5	8	1
CNC(=S)N1N=C(c2ccccc2)CC1c1ccc(Br)cc1 (stereo not drawn)	19	3	-17	-6	-0.1	-13	-2	7	0
CC(=O)c1c(N2CCOCC2)nc(=S)n(-c2ccccc2)c1C	-2	-2	-5	5	0.3	-16	6	12	-1
NC(=O)C1(N2CCCCC2)CCN(CC(=O)Nc2ccc(Oc3ccccc3)cc2)CC1	3	7[fluorescence artefact?]	3	-4	-0.8	11	3	10	5
CS(=O)(=O)N1CCN(c2ccccc2NC(=O)c2ccco2)CC1	-20&18	5[fluorescence artefact?]	-6	-5[fluorescence artefact?]	0.8	-12	0	6&14	1
Cc1cccc(N(CC(=O)Nc2ccccc2F)S(C)(=O)=O)c1	-4	0	-8	13[fluorescence artefact?]	0.5	-10	-1	5	-2
CCOC(=O)N/N=C(/C)c1cccc(-n2cnnn2)c1	-7	-6	2	-11	-0.3	-10	0	8	-5
CCc1nnc(NC(=O)CSc2nnc(-c3ccc(O)cc3)n2C)s1	13	-2	0	-4	1.1	-14	24	2	23
CC(=O)Nc1ccc(Oc2cc(NC(C)=O)cc([N+](=O)[O-])c2)cc1	-39	2	-11	-5	0.6	7	-4	5	20
O=C(Cn1cnc2c(nnn2-c2cccc(Cl)c2)c1=O)N1CCCC1	-3	-1	3	10	0.0	4	3	11	2
CC(c1cccs1)N(Cc1ccco1)C(=S)Nc1ccccc1Cl (stereo not drawn)	57	-6	7	-9	2.0	16	3	11	4
NC(=O)NCCN1CCN(c2ncc(C(F)(F)F)cc2Cl)CC1	-15	0	-3	-5	1.4	8	3	2	-70
COC(=O)CC1c2cc(OC)c(OC)cc2CC(=O)c2cc(OC)c(OC)cc21 (stereo not drawn)	29	6	-6	-2	1.1	10	18	3	2
CN1CCN(C(=O)CCc2ncc(C(F)(F)F)cc2Cl)CC1	-9	-6	0	-2	1.6	11	3	6	24
CN1C(=S)N(c2ccccc2)C(=O)/C1=C/c1cccs1	8	3	28	0	0.0	17	7	7	2
CCNS(=O)(=O)c1ccc2c(c1)n(C)c(=O)n2C	-5	2	34	-8	-0.1	17	-6	8	-14
O=C(c1ccc(Cl)cc1)N(Cc1ccccc1F)N1C(=O)CCCC1=O	-12	0	-2	4	0.6	9	-1	7	-1
Cc1ccc(OCC(=O)Nc2ccc(N3CCN(C(=O)c4ccc(C)cc4)CC3)cc2)cc1	8	5	-5	43	0.9	5	-63	3	15
CCn1nc(C)c(C2C(C#N)=C(N)OC3=C2C(=O)CC(C)(C)C3)c1C (stereo not drawn)	6	-2	1	8	-0.2	21	12	2	1
Cc1cccc2cc(C#N)c(SCC#N)nc12	8	0	-3	-11	2.7	14	2	20	29
Cc1ncc(CO)c(/C=N/NC(=O)c2ccccc2Br)c1O	11	-2	-17	17[fluorescence artefact?]	4.2	-456	1	13	4
OC[C@H](O)[C@H](O)[C@@H](O)[C@@H](O)[C@@H]1SC(c2ccccc2)=NN1c1ccccc1	-23	-6	-14	-3	-0.7	-8	9	5	-15
Cc1ccc(O)c(C(=O)c2cc(C(=O)NCCc3ccccc3)c(=O)n(CCc3ccccc3)c2)c1	0	0	18	-20[fluorescence artefact?]	1.8	-86	-4	6	4

For reference, part of the list above:
SMILES	EP2 modulator	eIF4E 4G PPI	TbHK1 inh	14-3-3 Bad PPI	zVAD death inh	Calpain2 inh	Rad51 HR inh	EP2 antag	Hck Nef HTS
O=C(Nc1cc2c(cc1Br)OCCO2)c1cccs1	9	1	-8	-5	0.7	22	-3	10	8
Nc1ncnc2c1ncn2C1OC(CO)C(O)C1O (stereo not drawn)	31	4	-6	-4	1.3	-18	-12	11	26

Some of these compounds in order of their number in Calpain2 inh, high to low:
mol	Calpain2 inh
Cc1ccc(OCC(=O)Nc2ccc(N3CCN(C(=O)c4ccc(C)cc4)CC3)cc2)cc1	5
CCCC(=O)Nc1ccc(Cl)c(NC(=O)CC)c1	-12
CNC(=O)CCCCCNS(=O)(=O)c1ccc(C)cc1	-23

New compounds follow
SMILES	EP2 modulator	eIF4E 4G PPI	TbHK1 inh	14-3-3 Bad PPI	zVAD death inh	Calpain2 inh	Rad51 HR inh	EP2 antag	Hck Nef HTS
CCOc1ccc(CN(CCC#N)C(=S)NC(=O)c2ccccc2)cc1	19	2	-3	-11	-0.3	-2	-5	10	2
Cc1ccc(Nc2cc(C)nc3nnnn23)cc1	5	-1	-12	7	0.3	-7	-4	14	1
FC(F)(F)c1cc(-c2ccco2)nc(-n2nnc3ccccc32)n1	7	-17	-9	2	2.6	-55	2	3	1
Cc1cc(C)cc(NC(=O)CCC(=O)Nc2nnc(C(F)(F)F)s2)c1	-17	-4	0	0	0.8	9	13	11	23
CCc1c(C)sc(NC(=O)c2cc(-c3ccc(OC)c(OC)c3)on2)c1C#N	29	-5	-21	-2	0.3	-200	2	8	1
CCC(C)N1C(=S)SC(C)(C)C1N(O)C(=O)NC1CCCCC1 (stereo not drawn)	25	-3	-2	-5	-0.5	29	-6	4	7
O=C(COC(=O)c1cc(S(=O)(=O)N2CCOCC2)ccc1O)NCCc1ccccc1	15	-9	-8	5	-0.4	-259	-1	5	0
CN1CCN(c2ccccc2NC(=O)c2ccc(-c3ccccc3)cc2)CC1	-31	0	2	-10	0.2	7	-17	19	0
CC1CCN(CC(=O)Nc2nn(-c3ccccc3)nc2C(N)=O)CC1	-25	0	2	-1	-0.4	-6	0	8	16
CC1=NN(c2nc(-c3ccc(C)cc3)cs2)C(=O)C1N=Nc1cccc(O)c1 (stereo not drawn)	-36	3	-8	-23	1.5	-111	-7	3	39
COc1ccc(C2Nc3ccccc3C(=O)N2Cc2ccccc2)cc1Cn1nnc2ccccc21 (stereo not drawn)	20	-1	-1	6	0.3	-128	-2	12	1

From PubChem
